Screening results as filed in PubChem BioAssay.
Pf growth 48h: Primary qHTS for delayed death inhibitors of the malarial parasite plastid, 48 hour incubation | P. falciparum luciferase growth in erythrocytes, 48 h | Potency, µM (top dose mostly 28.7 µM), for the others: at the top dose activity change, negative = inhibition, actives largely listed as inhibitors | 310,000 compounds, 5.9% hits | AID 504832, 2011
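Luciferase-expressing P. falciparum in infected erythrocytes (2% hematocrit, 0.1% parasitemia final) in RPMI 1640/0.5% Albumax were exposed to compound for 48 hours at 37 C, 5% CO2; growth read as luminescence.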
Sm TGR inh: qHTS Assay for the Inhibitors of Schistosoma Mansoni Peroxiredoxins; AID 485364, 2010; Potency, µM (doses to about 114 µM), without a hit: at the highest dose activity change, negative = inhibition, most hits filed as inhibitors; Schistosoma mansoni thioredoxin glutathione reductase (TGR), Q962Y6; 360,000 compounds, 3% hits; purified TGR, DTNB reduction, TNB absorbance 405 nm; note: nearly all actives have a fitted effect of over 60% in size
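TGR 20 nM + NADPH 100 uM (dispensed conc.), cpd preinc 15 min RT; start with NADPH (500 uM addition) then DTNB (15 mM addition). Kinetic TNB absorbance, 405 nm filter. Four-parameter Hill fit across titration.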
HCV inh: qHTS Assay for Inhibitors of Hepatitis C Virus (HCV) | Huh7.5.1 HCVcc-Cre infection, luciferase reporter, 44 h | Potency, µM (titrated, usually from 41.8 µM), for inactives: at the top dose activity change, negative = inhibition, most hits filed as inhibitors | 340,000 compounds, 3.4% hits | AID 651820, 2012
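Luciferase read-out (15 sec integration) after a 15 min room-temperature substrate step quantifies HCVcc-Cre infection. Cells, 1,000 per well, had compound added 4 h post-plating, then virus at ~0.5 moi, and were cultured 44 h.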
Pf growth 96h: Primary qHTS for delayed death inhibitors of the malarial parasite plastid, 96 hour incubation; AID 504834, 2011; P. falciparum luciferase reporter growth, 96 h; 320,000 compounds, 6.9% hits; Potency, µM (top dose mostly 28.7 µM), for inactives: top-dose activity change, negative = inhibition, usual class: inhibitors
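Erythrocytes infected with luciferase-expressing P. falciparum were dispensed at 2% hematocrit and 0.05% parasitemia (final), then incubated with compounds 96 hours at 37 C in 5% CO2. Luminescence after detection reagent addition reported growth.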
TbPYK inhibitor: qHTS of Trypanosoma Brucei Inhibitors; AID 624173, 2012; pyruvate kinase (Trypanosoma brucei), Q57TT1; 410,000 compounds, 0.12% hits; Potency, µM (highest dose often 76.8 µM), for inactives: top-dose activity, negative = inhibition, most hits filed as inhibitors; TbPYK enzyme, Kinase-Glo Plus ATP luminescence, 45 min; note: nearly all actives have a fitted effect of over 50% in size
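ADP (130 uM final) triggers the TbPYK reaction after compound addition; incubation is 45 min at room temperature. Kinase-Glo Plus is then added and luminescence imaged. Normalized data are fitted to concentration-effect curves.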
LmPK inh: qHTS Assay for Inhibitors of Leishmania Mexicana Pyruvate Kinase (LmPK); purified LmPK, Kinase-Glo ATP luminescence, 1 h; Potency, µM (doses to about 57.5 µM), without a hit: at the top dose activity change, negative = inhibition, most hits filed as inhibitors; AID 1721, 2009; 290,000 compounds, 0.37% hits; Q27686
Target sequence (Q27686 whole entry, looked up): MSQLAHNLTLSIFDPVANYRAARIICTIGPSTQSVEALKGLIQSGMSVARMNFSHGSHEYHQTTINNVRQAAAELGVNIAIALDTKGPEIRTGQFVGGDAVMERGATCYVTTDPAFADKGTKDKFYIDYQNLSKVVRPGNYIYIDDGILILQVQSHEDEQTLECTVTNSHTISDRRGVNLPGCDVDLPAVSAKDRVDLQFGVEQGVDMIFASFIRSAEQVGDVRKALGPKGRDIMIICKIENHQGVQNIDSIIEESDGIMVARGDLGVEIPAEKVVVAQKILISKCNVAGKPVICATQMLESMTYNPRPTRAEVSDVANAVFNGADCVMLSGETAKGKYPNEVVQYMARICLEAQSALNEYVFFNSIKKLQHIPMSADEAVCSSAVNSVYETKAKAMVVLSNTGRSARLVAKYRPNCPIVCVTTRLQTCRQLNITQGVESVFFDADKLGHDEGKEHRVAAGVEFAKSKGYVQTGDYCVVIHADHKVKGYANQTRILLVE
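Kinase-Glo luminescence read after 1 h RT reaction of 0.1 nM LmPK with 0.5 mM PEP and 0.1 mM ADP. Activity scaled between uninhibited and enzyme-free controls.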
The depositor's hits bear a star; ? = inconclusive; nt = not tested or not shown; & = joins results of further samples; [ ] = remark or other dose. Calls come from the whole dose curve; as a rule, active = well fitted curve in the direction sought with a large enough effect; inconclusive = small, poorly fitted or top-dose-only effect, or another doubt; inactive = no such curve, though single readings can be large; an effect the other way counts as inactive or inconclusive. % is set by controls: 0 for no effect and ±100 for the full control effect; potency is the fitted concentration of half-maximal effect. Rows are unselected (roughly 16% active in at least one column).

SMILES | LmPK inh | Sm TGR inh | TbPYK inhibitor | Pf growth 96h | Pf growth 48h | HCV inh
CC(C)N1CCC(=NNc2ccc(S(=O)(=O)N3CCOCC3)cc2[N+](=O)[O-])CC1 | 0.1% | 35.5µM* | 3.8% | 98.7%[activator] | -17.3% | 3.1%
CC(C)(C)c1ccccc1OCC(=O)Nc1ncn[nH]1 | 7.8% | 4.3% | -9.9% | 37.6%[activator] | nt | -15.3%
C[C@]12CCC(=O)C[C@@H]1CC[C@@H]1[C@@H]2CC[C@]2(C)C=CC[C@@H]12 | -9.0% | 12.5% | 3.1%&3.5% | ? | ? | 6.6%
O=C(Nc1cccc(S(=O)(=O)NC2=NCCC2)c1)c1cc(=O)[nH]c2ccccc12 | nt | -4.9% | -10.3% | ? | 19.7% | 4.8%
COC(=O)NCC(c1ccco1)N1CCN(c2ccccc2)CC1 (stereo not given) | -0.3% | 3.7% | 3.6% | 36.4%[activator] | 18.2% | 18.4%
Cc1ccc(C)n1CCN1CCN(CC(=O)Nc2ccc(S(N)(=O)=O)cc2)CC1 | -4.0% | 6.1% | -16.2% | -7.1% | -9.2% | 4.7%
COC(=O)CCC(=O)c1oc2ccc(OC)cc2c1N | 1.3% | 7.4% | -2.6% | 1.0% | nt | 23.1%
COc1ccc(-c2noc(C3CCCN(C(=O)c4ccccc4OC)C3)n2)cc1 (stereo not given) | 0.9% | -2.6% | 2.2% | ? | -13.3% | ?
Cc1ccc2cn[nH]c2c1NC(=S)NC(=O)c1ccccc1 | 2.4% | 14.1µM* | -3.4% | -16.8% | 13.6% | 4.7%
COc1ccccc1NC(=O)Nc1ccnn1C1CCN(C(=O)c2cccnc2)CC1 | 7.0% | 3.3% | 0.7% | ? | -13.1% | 3.9%
CC(=O)c1ccc(C(=O)N2CCCC(C(=O)c3ccc(Cl)cc3)C2)s1 (stereo not given) | -4.4% | -0.2% | 1.5% | -80.5% | 23.4% | -7.1%
Cc1cc(NC(=O)CCC(=O)N(c2cccc(F)c2)C(C(=O)NC2CCCC2)c2ccc(C)o2)no1 (stereo not given) | -0.2% | -1.1% | 3.9% | ? | -13.3% | -7.6%
CCOC(=O)N1CCN(c2c(NCCN3CCN(c4ccccc4F)CC3)c(=O)c2=O)CC1 | 0.5% | -29.5% | -0.9% | -26.0% | -19.6% | 10.0%
CSc1ccccc1C(=O)OCC(=O)N1CCCC1=O | nt | -18.0% | -2.7% | ? | -24.5% | -7.8%
COC(=O)c1cc(-c2ccc(C)o2)nc2ccccc12 | -13.0% | ? | 22.4µM* | 24.5% | 19.0% | ?
CCOC(=O)C1CCN(C(=O)NS(=O)(=O)c2ccc(C)cc2)CC1 | 1.0% | -11.3% | -0.5% | 19.5% | 6.8% | -0.9%
COc1ccc(NC(=O)CN(C)S(=O)(=O)c2cccc3nsnc23)cc1OC | 2.9% | -16.8% | 0.9% | ? | 1.6% | 5.9%
NS(=O)(=O)c1ccc(CCNC(=O)NC2CCCCC2)cc1 | -1.6% | 10.2% | -3.7% | 9.5% | -8.8% | 8.5%
COc1ccccc1OCCC(=O)OCC(=O)Nc1cccc(Br)c1 | 4.2% | -12.5% | -3.4% | 32.3%[activator] | 2.6% | 18.9%
Cc1ccc(C)c(S(=O)(=O)Nc2ccc3oc(C)c(C(=O)O)c3c2)c1 | -2.8% | -12.3% | -4.6% | ? | 13.8% | 30.5%[activator]
COc1ccc(N2C(=O)CSC2c2ccc3c(c2)OCO3)cc1 (stereo not given) | 0.3% | -10.3% | -5.2% | 1.7% | -11.5% | 11.8%
O=C(COC(=O)C1CCN(/C=C/C(=O)C(F)(F)F)CC1)Nc1cccc(F)c1 | 1.2% | -3.1% | 0.8% | 32.7%[activator] | 9.8% | 8.1%
COc1ccc(-c2oc3ccccc3c2C#CC(C)(C)O)cc1 | nt | ? | -0.5% | 1.85µM* | ? | 7.94µM*
Nc1c(C(=O)NCc2ccc3c(c2)OCO3)nnn1Cc1cccc(F)c1 | 0.9% | 1.3% | -4.2% | 12.8% | 4.0% | 4.7%
C/C(=N\NC(=O)c1ccccc1C)c1ccc(NC(=O)c2cccs2)cc1 | -8.6% | 10.8% | 2.5% | 218.4%[activator] | 60.9%[activator] | ?
COc1ccc(-c2nsc3c(N4CCN(S(=O)(=O)c5ccccc5)CC4)ncnc23)cc1 | 8.9% | 1.0% | nt | -18.7% | 34.9%[activator] | nt
O=C(O)Cn1cc(C(=O)c2ccco2)c2ccccc21 | 7.9% | -21.7% | 3.4% | -11.6% | 11.5% | 11.8%
Cn1c(=O)c2c(nc(N3CCCCC3)n2CCSc2nc3ccccc3s2)n(C)c1=O | 5.1% | 9.4% | 0.2% | 5.0% | 0.7% | ?
COc1ccccc1C1C2CCCCC2(O)CCN1CC(=O)Nc1ccccc1 (stereo not given) | -0.3% | 2.8% | -4.3% | ? | ? | 9.4%
CC1CC(C)CN(S(=O)(=O)c2ccc(NC(=O)C3CC(=O)N(Cc4ccccc4)C3)cc2)C1 (stereo not given) | 3.8% | 1.4% | -6.5% | ? | ? | ?
COc1cc(SC)ccc1C(=O)Nc1cccc(S(=O)(=O)NC2=NCCCCC2)c1 | nt | 3.3% | -10.5% | ? | ? | -28.1%
CCCCc1cc(=O)oc2c(C)c(OCC(=O)N3CCC(C(=O)O)(c4ccccc4)CC3)ccc12 | -3.8% | 2.2% | -3.4% | ? | -15.1% | -5.5%
O=C(CCCN1C(=O)/C(=C\c2ccco2)SC1=S)Nc1cccc2ccccc12 | 1.3% | ? | -11.1% | 10.4% | 5.2% | 9.8%
COc1ccc(C(=O)CSc2nnc(CNC(=O)c3ccc(OC)cc3)n2C)cc1 | -3.5% | -2.1% | 1.0% | ? | ? | 10.1%
COc1ccccc1N1CCN(C(=O)c2cc(-c3ccc(Cl)c(Cl)c3)on2)CC1 | -4.2% | -0.2% | 1.9% | -2.4% | -26.0% | -5.1%
O=C(O)C1[C@H]2C(=O)N(Cc3cccs3)C[C@]23C=C[C@H]1O3 (stereo not given in full) | -2.7% | -0.9% | 1.4% | 27.6% | 21.2% | 15.7%
C=CCn1c(-c2sc3nc(C)cc(C)c3c2N)n[nH]c1=S | ? | 3.3% | ? | 67.1%[activator] | 18.7% | 3.3%
O=c1c(Cl)c(N2CCN(c3ccccc3)CC2)cnn1C12CC3CC(CC(C3)C1)C2 | -2.1% | -11.7% | 0.8% | ? | ? | ?
O=C(NCc1ccco1)/C(=C\c1ccco1)NC(=O)c1ccccc1Cl | 7.4% | -33.5% | -5.1% | -26.0% | ? | ?
COC(=O)c1ccc2c(=O)n(-c3ccccc3)c(SCN3C(=O)c4ccccc4C3=O)nc2c1 | 2.4% | 3.5% | -10.4% | 40.8%[activator] | 1.0% | ?

Copied from the list.
`O=C(CCCN1C(=O)/C(=C\c2ccco2)SC1=S)Nc1cccc2ccccc12` | TbPYK inhibitor = -11.1%
`O=c1c(Cl)c(N2CCN(c3ccccc3)CC2)cnn1C12CC3CC(CC(C3)C1)C2` | TbPYK inhibitor = 0.8%

Later entries
SMILES | LmPK inh | Sm TGR inh | TbPYK inhibitor | Pf growth 96h | Pf growth 48h | HCV inh
Cc1nn(-c2cccc(Cl)c2)nc1C(=O)Nc1cccc(C(=O)NC2CC2)c1 | nt | -3.2% | 1.0% | ? | 14.7µM* | 10µM*
Cc1ccc(NC(=O)CC2S/C(=N/c3nccs3)N(C)C2=O)cc1C (stereo not given) | 2.8% | -10.0% | -2.3% | -3.5% | nt | -8.4%
O=S(=O)(Nc1ccccc1C(F)(F)F)c1ccc(-c2ccccn2)s1 | -0.2% | 9.0% | -4.2% | 18.5% | 1.3% | 9.1%
Cc1ccc(N/C=C/C(=O)c2ccco2)c(O)c1 | -12.0% | -14.2% | -3.4% | 90.8%[activator] | 111.1%[activator] | 6.2%
Cc1ccc2cc(CN(CCCN3CCOCC3)C(=O)NC3CCCCC3)c(=O)[nH]c2c1C | 0.5% | -25.4% | -7.9% | 20.1% | ? | 19.7%
O=c1c2[nH]c3ccc(Br)cc3c2ncn1Cc1ccncc1 | -0.4% | 16.9% | -4.0% | 37.5%[activator] | 0.3% | 20.2%
O=C(Nc1cccc(NC(=O)c2ccc(-c3ccc(Br)cc3)o2)c1)c1ccco1 | 5.7% | -10.8% | nt | ? | 9.28µM* | 6.31µM*
COC(C[C@@H](O)CC(=O)COCc1ccccc1)OC | 1.2% | -4.3% | -6.1% | 72.2%[activator] | 39.1%[activator] | 2.82µM*
COC(=O)[C@H](Cc1ccccc1)NC(=O)NC(C)CCc1ccccc1 (stereo not given in full) | 0.0% | 1.7% | -4.5% | 0.0% | ? | 13.8%
Cc1cc(C)n2nc(C(=O)Nc3cccc(S(=O)(=O)N(C)c4ccccc4)c3)nc2n1 | 2.1% | -0.1% | 5.0% | ? | ? | ?
CC1(c2ccccc2Br)NC(=O)N(CC(=O)Nc2ccc(S(N)(=O)=O)cc2)C1=O (stereo not given) | 6.4% | 2.2% | 0.0% | -18.6% | 21.3% | 1.8%
CCOc1ccc(NC(=O)CN(C)C(=O)c2cccnc2Sc2ccc(Cl)cc2)cc1OCC | nt | 24.1% | -5.9% | 26.1% | 4.0% | ?
Cc1ccc(NC(=O)CSc2n[nH]c(-c3ccco3)n2)cc1 | -8.1% | -3.0% | 4.2% | 5.0% | 11.4% | 9.6%
O=C(Cc1ncc(C(F)(F)F)cc1Cl)N1CCN(c2ccccn2)CC1 | -0.8% | 1.7% | 11.4% | 17.8% | 19.4% | 8.5%
Cc1ccccc1N1C(=O)C2ON(c3ccccc3)C(c3ccco3)C2C1=O (stereo not given) | 4.7% | 50.1µM* | -1.9% | 14.4% | -1.1% | 14.9%
Cc1ccc(-n2ncc3c(=O)n(Cc4cccnc4)cnc32)cc1 | -1.0% | -4.8% | -6.7% | ? | 9.2% | ?
Nc1ncccc1C(=O)OCC(=O)N1CCN(S(=O)(=O)c2ccc(Cl)cc2)CC1 | nt | -22.5% | 0.0% | ? | -19.6% | -3.4%
O=C(NC1CC1)c1ccc2c(Cl)c3c(nc2c1)CCCC3 | -4.2% | ? | -0.8% | -42.0% | 22.7% | -20.3%
CC1CCN(C(=O)COC(=O)c2ccc(Br)o2)CC1 | 4.8% | 3.8% | -3.5% | 2.0% | nt | -9.0%
COC(=O)CCSCC(=O)Nc1cc(C)on1 | -5.5% | 1.5% | 1.9% | ? | 5.2% | -6.1%

3 entries out of the list, sorted by molar mass, rising:
SMILES | LmPK inh | Sm TGR inh | TbPYK inhibitor | Pf growth 96h | Pf growth 48h | HCV inh
COC(=O)CCSCC(=O)Nc1cc(C)on1 | -5.5% | 1.5% | 1.9% | ? | 5.2% | -6.1%
CC1CCN(C(=O)COC(=O)c2ccc(Br)o2)CC1 | 4.8% | 3.8% | -3.5% | 2.0% | nt | -9.0%
Cc1ccccc1N1C(=O)C2ON(c3ccccc3)C(c3ccco3)C2C1=O (stereo not given) | 4.7% | 50.1µM* | -1.9% | 14.4% | -1.1% | 14.9%
